D1 agonist – activates the human D1 dopamine receptor; P21728; HEK293 T-REx D1 cells, calcium flux, agonist mode; activation, % at 2 µM; hit rate 1% among 360,000; AID 504660; also: 0% is about no effect
Target sequence (P21728 whole entry, looked up): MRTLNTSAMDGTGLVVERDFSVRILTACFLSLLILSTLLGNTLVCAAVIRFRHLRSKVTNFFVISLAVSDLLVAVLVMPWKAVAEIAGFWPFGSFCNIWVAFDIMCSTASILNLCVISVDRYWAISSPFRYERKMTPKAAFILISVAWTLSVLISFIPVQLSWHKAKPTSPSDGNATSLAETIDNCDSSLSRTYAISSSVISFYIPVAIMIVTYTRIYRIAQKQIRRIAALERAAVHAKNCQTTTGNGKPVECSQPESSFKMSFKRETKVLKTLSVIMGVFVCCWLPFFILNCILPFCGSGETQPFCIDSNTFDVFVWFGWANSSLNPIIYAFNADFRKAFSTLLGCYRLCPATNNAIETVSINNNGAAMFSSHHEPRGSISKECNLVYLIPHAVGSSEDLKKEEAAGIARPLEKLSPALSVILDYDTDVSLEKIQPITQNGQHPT
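Inducible HEK293 T-REx D1 cells, force-coupled to calcium signalling, were plated at 4000 cells/well with tetracycline and held overnight at 30 C. After no-wash calcium dye loading, compound-evoked calcium rise over 180 s flagged agonists.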
TRHR PAM – allosteric enhancers of human TRH receptor; P34981; TRHR cells, fluo-8 calcium fluorescence, EC20 TRH enhancement; enhancement, % at 2 µM; hit rate 0.66% among 360,000; AID 493056; in the data active = enhancement above about 30%; also: 0% is about no effect
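Enhancer read-out: after compound pinning and an initial kinetic agonist-mode read, an EC20 of TRH (10 nM final) was injected and fluo-8 calcium signal (Ex 480/Em 530) followed at 1 s/cycle for 100 cycles in TRHR-expressing cells.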
D1 PAM – potentiators of human D1 dopamine receptor. hit rate 0.036% among 360,000. potentiation, % at 10 µM. AID 504651. HEK293 TREx D1 cells, calcium flux, dopamine EC20 potentiation. P21728; in the data active = potentiation above about 30%; also: 0% is about no effect
D2 antagonist – antagonists of human D2 dopamine receptor; HEK293 TREx D2 cells, calcium flux, dopamine EC80; inhibition, % at 10 µM; P14416; hit rate 2% among 340,000; in the data active = inhibition above about 30%; also: 0% is about no effect
Target sequence (P14416 whole entry, looked up): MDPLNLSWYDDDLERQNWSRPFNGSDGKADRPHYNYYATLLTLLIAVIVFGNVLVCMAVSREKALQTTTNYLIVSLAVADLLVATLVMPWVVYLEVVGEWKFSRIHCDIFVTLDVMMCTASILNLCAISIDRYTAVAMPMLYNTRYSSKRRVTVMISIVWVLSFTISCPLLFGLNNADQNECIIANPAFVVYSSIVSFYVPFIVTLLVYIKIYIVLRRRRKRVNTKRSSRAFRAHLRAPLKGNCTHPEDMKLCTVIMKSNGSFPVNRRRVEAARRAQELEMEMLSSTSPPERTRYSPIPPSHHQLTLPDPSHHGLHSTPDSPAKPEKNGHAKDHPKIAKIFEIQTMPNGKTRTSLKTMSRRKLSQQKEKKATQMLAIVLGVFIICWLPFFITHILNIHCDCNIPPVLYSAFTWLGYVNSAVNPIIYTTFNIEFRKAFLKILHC
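HEK293 T-REx D2 cells, tet-induced, calcium dye no-wash. Cpd pintool add, 180 s kinetic, then EC80 DA, 180 s kinetic. Ca flux read.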
TRHR ag – agonists of human TRH receptor; P34981; TRHR cells, calcium flux fluo-8, FDSS agonist mode; activation, % at 2 µM; hit rate 0.18% among 360,000; also: 0% is about no effect
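Steps: seed TRHR cells overnight; add fluo-8 no-wash Ca dye, RT 30 min–1.5 h; record 10 s baseline; pin-transfer compounds; monitor fluorescence 1 cycle/s for the agonist window. Calcium increases flag candidate agonists.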
D2 agonist – D2 dopamine receptor (human) agonism; P14416; hit rate 0.53% among 340,000; HEK293 T-REx D2 cells, calcium flux agonist mode; activation, % at 2 µM;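 active = activation over 3 SD above normal in the single-dose calcium agonist read, cut at about 30% in these data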; also: 0% is about no effect
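Agonism is scored from calcium flux in a force-coupled, inducible HEK293 cell line expressing D2, read kinetically for 180 s after compound addition against dopamine controls.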
D1 antagonist – blocks dopamine activation of the human D1 receptor. activity change, negative = inhibition, % at 10 µM. hit rate 3.2% among 360,000. AID 504652. P21728. HEK293 TREx D1 cells, calcium flux, dopamine EC80; stronger effect = lower value; in the data active = activity change below about -30%; also: % is scaled to controls: 0 for no effect and ±100 for the full control effect
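Kinetic fluorescence of a calcium dye serves as the read-out. D1-expressing Hek293 Trex cells, induced overnight at 30 C, are exposed to compound for 180 s before an EC80 dopamine addition, then read 180 s further.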
RXFP1 antag – blocks the human relaxin receptor RXFP1; Q9HBX9; HEK293-RXFP1, relaxin-stimulated cAMP HTRF, 30 min; stronger effect = lower value; activity change, negative = inhibition, % at 57.5 µM; hit rate 0.59% among 350,000; AID 1259400;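 active = activity change of -60% or lower, but not beyond a set lower limit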; also: % is scaled to controls: 0 for no effect and ±100 for the full control effect
D2 PAM – positive allosteric modulators of human D2 dopamine receptor. hit rate 0.34% among 340,000. HEK293 T-REx D2, calcium flux, EC20 dopamine potentiation. AID 485347. potentiation, % at 10 µM. P14416;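 active = potentiation over 3 SD above the plate norm, cut at about 30% in these data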; also: 0% is about no effect
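Potentiation of an EC20 dopamine calcium response is measured in a force-coupled, tetracycline-inducible Hek293 Trex D2 line. Compound-only kinetic reads over 180 s flag agonists before dopamine addition.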
An asterisk follows results filed as active; / = not tested or not shown. Rule as the data show it, unless noted: active = activation above about 30%; inactive = the rest.

Preview (2 entries):
SMILES	D1 agonist	TRHR PAM	D1 PAM	D2 antagonist	TRHR ag	D2 agonist	D1 antagonist	RXFP1 antag	D2 PAM
COc1ccc(CCNC(=O)c2ccc3c(c2)CCN3S(=O)(=O)c2ccc(C)cc2)cc1	3	2	-3	/	0.5	/	-15	-13	-5
CCn1c2ccccc2c2cc(CN3CCN(Cc4cc(OC)ccc4O)CC3)ccc21	2	1	2	-15	0.2	0.7	5	-9	-18

Results, repeating the preview:
SMILES	D1 agonist	TRHR PAM	D1 PAM	D2 antagonist	TRHR ag	D2 agonist	D1 antagonist	RXFP1 antag	D2 PAM
COc1ccc(CCNC(=O)c2ccc3c(c2)CCN3S(=O)(=O)c2ccc(C)cc2)cc1	3	2	-3	/	0.5	/	-15	-13	-5
CCn1c2ccccc2c2cc(CN3CCN(Cc4cc(OC)ccc4O)CC3)ccc21	2	1	2	-15	0.2	0.7	5	-9	-18
COc1cccc(/C=N/n2c(C)nc3ccccc32)c1OC	-1	-2	3	1	0.3	1.6	-2	-1	-29
CCOC(=O)Cc1csc(NC(=S)NC(=O)c2cc(OC)cc(OC)c2)n1	13	9	5	-7	8.1	1.8	8	10	-3
COc1cccc2c1cc1c(=O)n(CC(=O)N3CCN(c4cccc(C(F)(F)F)c4)CC3)nc(C)n12	0	-8	-1	/	0.2	0.5	-2	2	-9
CCC(C)(C(=O)NC1CCCC1)N(C(=O)CNC(=O)c1ccccc1)c1c(C)n(C)n(-c2ccccc2)c1=O (stereo not drawn)	4	-3	3	/	0.2	/	19	-2	/
COc1cc(C2C3=C(CCCC3=O)OC3=C2C(=O)CCC3)ccc1OCC(=O)Nc1ccccc1	0	78*	17	-10	-0.8	-0.3	-9	1	5
CCOC(=O)Cn1c(=O)oc2cc(S(=O)(=O)NCCCc3ccccc3)ccc21	9	4	-6	-10	-0.3	0.6	4	/	7
COc1ccc(O)c(/C=C(\C#N)C(=O)Nc2cccnc2)c1	2	4	-7	10	-0.6	0.2	12	0	0
OC1CCCN(c2c3c(nc4cc(-c5cccc(F)c5)nn24)CCCC3)C1 (stereo not drawn)	3	4	-3	47*	0.0	-0.3	-15	-6	0
CN(C)c1ccc(C(=O)c2ccc(O)cc2O)cc1	7	-3	-9	14	0.5	-0.2	-11	-4	-4
Cc1cc2c(s1)c1cnn(-c3ccccc3)c(=O)c1n2C	1	3	-5	/	-0.1	/	-15	/	/
COc1cccc(C2C(C#N)=C(N)N(N(C)C)C3=C2C(=O)CCC3)c1OC (stereo not drawn)	2	9	1	-17	0.4	0.9	8	1	-6
COc1ccc(CSc2nncn2C)cc1[N+](=O)[O-]	3	2	-1	1	0.6	0.7	11	-20	-7
CCN(CC)CCCN1C(=O)c2oc3ccccc3c(=O)c2C1c1cccs1 (stereo not drawn)	15	-5	-1	-5	12	3.9	-7	/	-4
COC(=O)/C(=C1/Oc2cc(C)oc(=O)c2S1)C(F)(F)F	5	1	-5	2	0.9	0.0	10	-6	11
CC(=O)N/N=C(\C)CC(=O)Nc1ccc2c(c1)OCCO2	1	2	4	5	-0.7	-0.6	3	4	-3
O=C(Nc1cccc(OC(=O)c2cccnc2)c1)c1cccnc1	6	3	6	9	0.2	0.5	-21	1	-4
Clc1ccccc1N1CCN(c2ncnc3c2c(-c2ccccc2)cn3-c2ccccc2)CC1	2	-5	-1	/	0.1	0.8	-14	-17	4
Cc1[nH]n(-c2ccccc2)c(=O)c1N=Nc1cccc(Cl)c1	-2	-10	6	-9	0.1	-1.0	10	-3	2

3 of the compounds above, as labelled records:
CCN(CC)CCCN1C(=O)c2oc3ccccc3c(=O)c2C1c1cccs1 (stereo not drawn)
  D1 agonist = 15 | TRHR PAM = -5 | D1 PAM = -1 | D2 antagonist = -5 | TRHR ag = 12 | D2 agonist = 3.9 | D1 antagonist = -7 | RXFP1 antag = / | D2 PAM = -4
COC(=O)/C(=C1/Oc2cc(C)oc(=O)c2S1)C(F)(F)F
  D1 agonist = 5 | TRHR PAM = 1 | D1 PAM = -5 | D2 antagonist = 2 | TRHR ag = 0.9 | D2 agonist = 0.0 | D1 antagonist = 10 | RXFP1 antag = -6 | D2 PAM = 11
CC(=O)N/N=C(\C)CC(=O)Nc1ccc2c(c1)OCCO2
  D1 agonist = 1 | TRHR PAM = 2 | D1 PAM = 4 | D2 antagonist = 5 | TRHR ag = -0.7 | D2 agonist = -0.6 | D1 antagonist = 3 | RXFP1 antag = 4 | D2 PAM = -3

Back to the main list; the two compounds before the break are reprinted first.
SMILES	D1 agonist	TRHR PAM	D1 PAM	D2 antagonist	TRHR ag	D2 agonist	D1 antagonist	RXFP1 antag	D2 PAM
Clc1ccccc1N1CCN(c2ncnc3c2c(-c2ccccc2)cn3-c2ccccc2)CC1	2	-5	-1	/	0.1	0.8	-14	-17	4
Cc1[nH]n(-c2ccccc2)c(=O)c1N=Nc1cccc(Cl)c1	-2	-10	6	-9	0.1	-1.0	10	-3	2
CCOC(=O)CC(NC(=O)c1ccccc1F)c1ccc(C)cc1 (stereo not drawn)	2	6	-7	-9	0.1	13	-5	-5	1
O=C(COC(=O)c1ccco1)c1ccc(F)cc1	8	6	/	10	-0.1	5.0	-4	-7	2
CCOC(=O)[C@@H]1[C@H]2COc3cc(OC)ccc3[C@@H]2N2C(=O)N(c3ccc(C(F)(F)F)cc3)C(=O)[C@@]12C	1	-9	-8	-4	1.2	-1.5	-23	/	0
COc1cccc(CSc2nnc(CSc3nc4nc(C)cc(C)n4n3)s2)c1	4	-3	-2	-2	1.8	0.2	2	2	6
CCCCCCOc1cccc(N)c1	0	-1	6	-3	-0.2	-0.1	-12	3	7
O=S(=O)(c1cccs1)N1CCN(c2cccc(Cl)c2)CC1	2	7	-5	22	0.5	-0.1	-2	-5	10
CSc1ccccc1OCc1cc(C(=O)NC(C)Cc2cccc(C)n2)no1 (stereo not drawn)	8	-5	1	6	-0.7	-0.9	6	-13	-5
O=C(Oc1cccc(NC(=O)c2ccco2)c1)c1cccc(S(=O)(=O)N2CCCC2)c1	3	0	-13	-16	0.1	-0.2	-29	10	-2
COc1cc(C(C(=O)NC2CCCC2)N(Cc2ccccc2)C(=O)c2snc(C(N)=O)c2N)ccc1O (stereo not drawn)	2	-3	1	/	-1.3	/	0	-1	/
Cn1c(C2=C(O)CN(Cc3ccccc3)C2=N)nc2ccccc21	1	0	-9	8	-0.2	0.5	-10	24	7
NC(=O)CSc1nnnn1-c1ccccc1Cl	2	8	0	-28	0.1	-0.1	20	-6	15
Cc1ccc(C2=NN(CC(=O)O)C(=O)CC2)cc1	3	7	3	6	0.6	0.8	-2	6	-4
Cc1cc(C)c(NC(=O)CNC(=O)COC(=O)CNC(=O)c2ccc(Cl)cc2Cl)c(C)c1	1	-1	-8	-4	1.4	0.0	0	-18	-1
Cc1cc(OC(=O)c2cc(Cl)ccc2Cl)c([N+](=O)[O-])c(=O)[nH]1	1	-3	-4	-5	-0.6	-1.1	1	/	-9
CCOc1ccccc1CNC(=O)Cn1c(=O)oc2ccccc21	2	-2	-6	6	0.3	-0.1	-27	/	18
CC(=O)c1cccc(N(CC(=O)NC2CCCCC2)C(=O)CCC(=O)Nc2nc(C)cs2)c1	0	4	-9	12	0.0	0.4	0	17	-5
CCN(CC)Cc1c(O)ccc2c([N+](=O)[O-])c(C)n(-c3ccc(OC)cc3)c12	0	3	-6	-6	0.7	-0.4	-1	-14	1
CC(C)C(=O)Nc1cc2c3c(c1)CCC(=O)N3CCC2	0	1	-11	/	-0.1	/	-4	-3	-2
O=C(Nc1ncnc2c1ncn2C1OC(COC(=O)c2ccccc2)C(F)C1O)c1ccccc1 (stereo not drawn)	0	1	-4	10	0.0	0.8	4	4	11
COC(=O)Nc1ccc(S(=O)(=O)NNC(=O)c2c(O)c3ccccc3n(C)c2=O)cc1	3	16	0	-3	0.0	-0.2	-4	-15	-5
CCOc1ccc(OCC(=O)Nc2ccc(S(=O)(=O)Nc3cc(C)nc(C)n3)cc2)cc1	4	-6	-3	/	1.0	/	0	-23	/
Cc1cc(Cl)c(S(=O)(=O)Nc2ccc3c(c2)OCO3)cc1OCC(N)=O	3	11	-4	27	0.5	-0.1	-34*	-2	-2
COc1ccc(/C=C2\CCC(C3CCCC3)C2=O)cc1Cn1cccn1 (stereo not drawn)	11	-2	0	3	1.0	-0.3	3	/	13
CCOC(=O)c1c(C)[nH]c(C(=O)COC(=O)/C=C/c2ccc(OCC#N)c(OC)c2)c1C	4	-1	-3	-1	0.7	1.9	2	3	2
Cc1cccc(OCCC(=O)Nc2ccc(C)c(S(=O)(=O)N3CCCCC3)c2)c1	7	1	-6	6	0.4	0.2	7	-7	-4
COc1ccccc1NC(=O)Nc1ccc(Cl)c(S(=O)(=O)Nc2ccccc2OC)c1	2	17	-5	-31	0.6	2.1	3	-10	-3
COc1ccc(N2CCN(c3ccc(N)cc3C#N)CC2)cc1	2	-5	-2	-14	0.0	-0.5	20	-9	14
COc1cc(-c2noc(C)c2C#Cc2ccccn2)cc(OC)c1OC	0	8	2	-16	-1.0	-1.6	-8	/	4
COc1ccc(OC)c(NC(=O)c2cccnc2Sc2cc(C)ccc2C)c1	2	5	-4	7	0.3	-0.2	4	-17	-9
Cc1ccc(C)c2nc3sc(C(=O)N4CCOCC4)c(N)c3cc12	1	-6	1	-7	-0.2	-0.2	4	0	-1
CC(C)Cn1c2c(c(=O)[nH]c1=O)C(C(F)(F)F)(C(F)(F)F)N=C(CCC1CCCCC1)N2	31*	5	8	-9	0.8	0.4	0	-19	3
CCCN1C(=O)NC2(O)C(=O)c3ccccc3C12O (stereo not drawn)	3	2	0	/	1.8	/	-2	-1	/
O=[N+]([O-])c1ccc(Cl)cc1CNc1ccc(F)c(F)c1	2	-5	0	6	-0.1	-0.5	-3	10	2
COc1cc(NC(=S)NCc2ccco2)c(OC)cc1Cl	2	-3	2	-20	-1.8	-1.9	-9	3	1
COc1ccccc1CN1CC(C(=O)N(C)Cc2ccc(C)o2)CCC1=O (stereo not drawn)	2	-3	2	-17	-0.3	0.0	-6	-4	3
COc1cc(CNCc2ccccc2)ccc1OCC(O)c1ccccc1 (stereo not drawn)	6	-3	1	-14	1.7	1.0	-5	4	11
CCCc1c2c(cc3c(=O)cc(C(=O)OCC)oc13)CCCC2	0	-3	5	0	0.0	-0.1	4	3	11
CC(C)C(=O)Nc1cc(S(=O)(=O)Nc2cccc(Cl)c2)ccc1Cl	6	-2	12	2	-1.1	-1.0	-8	8	-6
O=C(OCc1ccccc1F)c1cnc(Cl)c(Cl)c1	-1	-2	-4	-12	-0.3	4.5	-25	9	/
CCOc1ccc(-c2c(C(=O)N/N=C/c3ccc(O)cc3)nnn2-c2nonc2N)cc1	2	4	-20	20	0.2	11	40	-15	9
COC(=O)c1[nH]c(C)c(/C(O)=C2\C(=O)C(=O)N(CCN(C)C)C2c2cccs2)c1C (stereo not drawn)	1	0	-2	-4	0.2	-0.9	-7	18	4
Cc1nnc(NC(=O)CC(CN(C)S(=O)(=O)c2ccccc2)c2ccccc2)s1 (stereo not drawn)	1	-6	3	0	-0.5	-0.3	-10	/	12
COc1cccc(C(=O)COC(=O)c2n[nH]c(=O)c3ccccc23)c1	-4	-7	-4	15	-1.9	-0.6	-5	5	7
COc1ccc(C(=O)CN(Cc2ccccc2)C2=NCCS2)cc1	10	5	4	17	-0.9	-0.7	23	-3	-16
CCOc1cccc(C(=O)Nc2ccc(N3CCN(S(C)(=O)=O)CC3)cc2)c1	0	-5	-7	15	0.1	0.2	2	-13	-6

Source: PubChem

Not a hit list; about 7.1% have a hit in one of these screens.
